Screening data from PubChem.
TGFb SMAD3 inh = blocks TGF-b signaling | Potency, µM (highest dose often 46.1 µM), without a hit: top-dose activity, negative = inhibition, most hits filed as inhibitors | 410,000 compounds, 1.2% hits | HepG2 CAGA-GFP TGF-b/SMAD3 reporter, GFP fluorescence, 18 h; TGF-beta stimulated, 500 pg/mL final; further: potency means the concentration at half of the fitted maximal effect; on the % scale 0 is the no-effect control and ±100 the full control effect; nearly all actives have a fitted effect of over 65% in size
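Cell-based qHTS in HEPG2 carrying a CAGA-GFP Smad reporter; compounds added before 500 pg/mL final TGF-beta, 18 h incubation at 37 degrees C, GFP fluorescence quantified per cell by imaging cytometry.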
Nrf2 block = Nrf2 pathway inhibition | Potency, µM (top dose mostly 46 µM), for the others: at the highest dose activity change, negative = inhibition, most hits filed as inhibitors | AID 504444 | A549 ARE-Fluc reporter, luciferase luminescence, 18-24 h | 360,000 compounds, 2.1% hits; further: potency means the concentration at half of the fitted maximal effect; on the % scale 0 is the no-effect control and ±100 the full control effect; nearly all actives have a fitted effect of over 60% in size
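Two sequential reads on A549 ARE_Fluc cells exposed to compound for 18-24 h: a CellTiter-Fluor fluorescence read for viability, then a luciferase luminescence read for Nrf2/ARE activity.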
A549 tox = counter-screen for Nrf2 inhibitors: cytotoxicity in A549 cells; A549 ARE-Fluc cells, CellTiter-Fluor viability, 18-24 h; Potency, µM (titrated, usually from 46 µM), for inactives: top-dose activity change, negative = cytotoxicity, actives largely listed as inhibitors; 390,000 compounds, 0.16% hits; further: potency means the concentration at half of the fitted maximal effect; on the % scale 0 is the no-effect control and ±100 the full control effect
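A549 ARE-Fluc cells in 5% FBS OPTI-MEM, 5000 cells/well, rested 2 h then exposed to compounds in concentration-response for 18-24 h at 37 °C. Viability by CellTiter-Fluor fluorescence (Ex 405/Em 525) after 30 min; luciferase luminescence (BugLite, 15 min, RT) read afterwards.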
Nrf2 activator = Nrf2 pathway activation. AID 624171. Potency, µM (top dose mostly 46.1 µM), for the others: at the highest dose activation, most hits filed as activators. 410,000 compounds, 0.31% hits. AREc32 ARE-luciferase reporter (MCF7-derived line), luminescence, 24 h; further: potency means the concentration at half of the fitted maximal effect; % of control where 0% means no effect; nearly all actives have a fitted effect of over 65% in size
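Luminescent ARE reporter assay in AREc32_Fluc cells: overnight plating at 37 deg C, 24 hr compound incubation, Steady-Glo added, 30 min RT before reading.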
Akt phos inh = blocks phosphorylation of Akt; Neuro2A IGF-stimulated pAkt S473 HTRF, 20 min; hits give low values; activity change, % for hits at 50 µM; 360,000 compounds, 0.32% hits; AID 651550; in the data active means activity change below about -80%; inconclusive means mostly about -51% to -80%; further: on the % scale 0 is the no-effect control and ±100 the full control effect
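Neuro2A cells (4,500/well, DMEM with 0.5% FBS) were treated with compound at a single 50 µM final concentration, stimulated with 6 nM IGF for 20 min at 37 °C, and lysed. Phospho-Akt Ser473 was read by HTRF as 665/615 ratio ×10^4.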
ATXN viability = reduces viability in counter-screen for ATXN expression inhibitors. S2 cells (HEK-293 line with an ATXN2-luciferase reporter) viability, CellTiter-Fluor protease fluorescence, 24 h. Potency, µM (series often up to 56.7 µM), most hits filed as cytotoxic. 400,000 compounds, 0.49% hits; further: potency means the concentration at half of the fitted maximal effect; nearly all actives have a fitted effect of over 40% in size
Mm-Cpn inhibitor = inhibitors of Methanococcus maripaludis chaperonin (MmCpn) | purified Mm-Cpn ATPase, ADP Transcreener TR-FRET | Potency, µM (doses to about 76.9 µM), for the others: at the top dose activity, negative = inhibition, usual class: inhibitors | 330,000 compounds, 0.031% hits; further: potency means the concentration at half of the fitted maximal effect; on the % scale 0 is the no-effect control and ±100 the full control effect; nearly all actives have a fitted effect of over 80% in size
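25 nM Mm-CPN + cpd, 10 min 37°C; + 10 uM ATP, 30 min 37°C; buffer 30 mM Tris pH 7.4, 100 mM KCl, 5 mM MgCl2, 1 mM DTT; Transcreener ADP HTRF detection 30 min RT.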
CCT modulator = cytosolic chaperonin activity modulation; AID 651819; purified chaperonin ATPase assay, HTRF ADP detection, 30 min; activity change, % (no concentration beside the values), hits read low; 360,000 compounds, 0.3% hits; in the data active means activity change below about -30%; further: on the % scale 0 is the no-effect control and ±100 the full control effect
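Nucleotide hydrolysis assay: TRiC at 20–40 nM final (set by batch activity) with 10 uM ATP, 30 min at 37 °C, in presence of 76 uM compound. Detection by competitive ADP HTRF, 30 min ambient.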
HepG2 tox = counter-screen for TGF-b inhibitors: cytotoxicity in HepG2 cells; HepG2 CAGA-GFP viability, ATP luminescence, 18 h; Potency, µM (doses to about 46.1 µM), for inactives: top-dose activity change, negative = cytotoxicity, usual class: cytotoxic; 410,000 compounds, 0.76% hits; further: potency means the concentration at half of the fitted maximal effect; some results filed as inactive show a strong effect at the top dose
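CellTiter-Glo luminescence gave cytotoxicity after 18 hours at 37 degrees C. The cells were HepG2 CAGA-GFP in 1% FBS DMEM, stimulated with 500 pg/mL TGF-beta after compound addition. %Activity was normalised to no-cell wells (complete cell-killing) and DMSO (no toxicity), and curves were fitted and classified.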
The depositor's hits bear a star; i = inactive; ? = inconclusive; · = not tested or not shown. Unless noted, the call rests on the fitted dose curve; in most records, active means well fitted curve in the direction sought with a large enough effect; inconclusive means small, poorly fitted or top-dose-only effect, or another doubt; inactive means no such curve, though single readings can be large; an effect the other way counts as inactive or inconclusive.

Fields: Akt phos inh, ATXN viability, Nrf2 activator, CCT modulator, A549 tox, Mm-Cpn inhibitor, HepG2 tox, Nrf2 block, TGFb SMAD3 inh
CC1CCCCN1C(=O)CN1C(=O)c2ccccc2S1(=O)=O (centres undefined)
 : i, i, 0.7%, 2.2, -15.3%, 2.9%, 5.9%, 2.9%, -1.3%
Cc1ccc(NC(=O)c2sc3nc(-c4cccs4)ccc3c2N)cc1F
 : ·, ·, 7.9%, ·, 9.5%, ·, -26.8%, -14.0%, 1.4%
CCOC(=O)c1c(S(=O)(=O)N2CCC(C(=O)Nc3cccc(C)n3)CC2)c(C)n(C)c1C
 : ·, i, -0.5%, ·, -4.0%, ·, -3.5%, ·, -11.3%
Cc1noc(C)c1COc1ccc(C(=O)OCc2nnc(-c3ccc(Cl)cc3)o2)cc1
 : i, i, -0.1%, -1.0, 6.3%, -0.9%, -23.3%, 10.1%, 4.2%
COc1cccc(NC(=O)N(CCCN2CCOCC2)C(C)c2cc3cccc(OC)c3o2)c1 (centres undefined)
 : i, ?, -0.8%, -0.4, 1.7%, 0.4%, -16.8%, -1.3%, 6.6%
CN(CC(=O)NCc1ccccc1)Cc1cccc(F)c1
 : i, i, -0.7%, -10.6, -3.0%, -2.0%, -19.0%, -6.6%, 4.2%
COc1ccc(N2CCC(CNC(=S)Nc3c(C)cccc3C)C2)cc1 (centres undefined)
 : i, ?, 2.2%, -2.0, -1.6%, -3.1%, -6.7%, ?, -20.9%
CC(C)=CCc1c2c(c3occ(-c4ccc(O)cc4)c(=O)c3c1O)C=CC(C)(C)O2
 : i, ·, -2.9%, -0.4, ?, -0.8%, 10µM*, ?, 7.94µM*
CCC(C)NC(=O)CSc1nnc(-c2ccncc2)n1-c1ccc(OC)cc1 (centres undefined)
 : i, i, -0.4%, -0.8, -4.7%, 0.2%, 0.2%, 11.9%, -13.4%
CCOC(=O)c1cccc(NC(=O)CS(=O)(=O)Cc2nc(-c3cccc(OC)c3)oc2C)c1
 : i, i, 0.1%, -0.9, 6.7%, 1.0%, -15.4%, -5.9%, -4.9%
Cc1ccc2c(=O)cc(CSc3ccccc3)[nH]c2c1C
 : ·, i, -0.1%, ·, -2.7%, ·, 0.5%, ·, 9.7%
CCn1cc(C(=O)N2CCN(c3cc(Cl)ccc3C)CC2)c2cc(OC)c(OC)cc2c1=O
 : ·, i, -0.5%, ·, 3.1%, ·, -23.0%, 3.5%, ?
CCOc1ccc(CC(=O)Nc2ccc(-c3ccc4nnc(C)n4n3)cc2)cc1
 : i, i, 28.4%, 2.0, -0.8%, -0.1%, -11.1%, -3.2%, -5.4%
CN(C)C(=O)c1cccc(-c2cnc3c(NC=O)cc(-c4ccc(F)cc4)cn23)c1
 : i, ?, 11.9%, 1.2, ·, ·, -28.7%, ·, ?
COCCC(=O)N1CCC(Oc2ccc(C(=O)N3CCCC(CCCO)C3)cc2)CC1 (centres undefined)
 : i, i, -0.1%, 1.8, 0.3%, -0.6%, -26.2%, 4.0%, -5.4%
CCCCOc1ccc(C(=O)NCC(=O)OCC(=O)c2c(N)n(C)c(=O)n(C)c2=O)cc1
 : i, i, -0.6%, -2.2, 2.4%, 1.8%, 1.3%, -1.4%, 0.8%
COc1ccc(C(=O)C(/C=N/O)=N/Nc2ccc(F)cc2)cc1
 : i, i, 4.0%, -0.8, -6.7%, -1.2%, 7.2%, -25.5%, 20.1%
C(=C\c1ccccc1)/CN1CCN(C(c2cc3ccccc3o2)c2nnnn2C2CCCCC2)CC1 (centres undefined)
 : i, i, 3.7%, 1.9, ·, ·, -3.5%, ·, -4.1%
Cc1nc(-c2ccc(S(=O)(=O)NCc3ccc(F)cc3)cc2)co1
 : ·, i, -1.2%, ·, -1.4%, ·, -14.5%, ·, -23.2%
CC1=C(C(=O)N(C(C)C)C(C)C)CC(CC(=O)NCc2cccs2)C(=O)N1Cc1ccccc1 (centres undefined)
 : i, i, 0.3%, 1.2, ·, ·, 2.2%, ·, 0.4%
C/C(=N\NC(=S)Nc1cccc(C)c1)c1ccccc1
 : i, i, 0.9%, 0.1, -1.2%, -2.3%, -19.1%, 26.5%, -19.9%
CCCCC(=O)N/N=C(\C)CC(=O)Nc1cc(Cl)ccc1OC
 : i, i, 4.8%, -2.1, -9.1%, -1.1%, -21.6%, -9.3%, -1.4%
O=C(Cc1ccc(-n2cccc2)cc1)N1CCc2ccccc21
 : i, i, 1.8%, -8.8, 6.5%, -1.8%, 1.7%, ·, -3.9%
COc1ccc(OC)c(NC(=O)N(C)CCc2c(C)nn(C)c2C)c1
 : ·, i, -1.3%, ·, 1.0%, ·, 0.0%, ·, -0.8%
CN(c1ccc(C(=O)NCCSC(C)(C)C)cc1)S(C)(=O)=O
 : i, i, 0.6%, -0.3, 8.6%, 0.6%, -10.9%, ?, -1.1%
COc1ccc(CNC(=O)c2cc(S(=O)(=O)N3CCCC3)cn2C)cc1
 : i, i, -0.6%, -2.5, 5.3%, 0.1%, -15.7%, 10.0%, -18.4%
COc1ccc(CNC(=O)Nc2nc(C(N)Cc3ccc(C(F)(F)F)cc3)cs2)cc1 (centres undefined)
 : i, i, -4.2%, 0.5, ·, ·, -94.1%, ·, 15.8µM*
O=C(CN1CCN(Cc2ccc(F)cc2)C1=O)NCc1ccccc1Cl
 : ·, i, -0.4%, ·, 5.6%, ·, -0.7%, 8.3%, -21.2%
COC(=O)c1ccc(C)c(-n2c(=O)n(Cc3ccccc3)c(=O)c3[nH]cnc32)c1
 : i, i, 2.1%, 0.2, -3.9%, 0.4%, -1.2%, -16.5%, 0.0%
COC(=O)CS(=O)(=O)c1cc([N+](=O)[O-])ccc1NC(=O)OC
 : i, i, -0.8%, -0.1, 0.4%, 2.2%, -1.5%, ?, -5.9%
Cc1cc(=O)oc2cc(OCCC[n+]3ccccc3)ccc12
 : i, i, 0.0%, -2.5, -4.6%, 1.0%, 6.4%, -20.7%, 20.9%
Cc1ccc(C(=O)Oc2cccc(NC(=O)c3ccco3)c2)cc1S(=O)(=O)N1CCC(C)CC1
 : i, i, -0.4%, -3.1, -5.0%, -22.5%, -18.5%, 5.0%, 13.5%
COc1ccc(CNC(=O)C2COc3ccccc3O2)cc1 (centres undefined)
 : i, i, -0.3%, -1.1, 16.8%, -0.3%, -19.8%, ?, -3.8%
COc1cc([N+](=O)[O-])ccc1NC(=O)Cn1ccsc1=N
 : i, ?, 7.7%, 0.2, -25.3%, 1.5%, -8.1%, 23.1%, 13.5%
CCn1c(COc2ccccc2C)nnc1SCC(=O)CC(=O)Nc1ccccc1OC
 : i, i, -0.5%, -0.7, -17.5%, -0.2%, -12.6%, -18.6%, -12.7%
CCCc1cc(=O)[nH]c(SCC(=O)N(CCC#N)c2ccc3c(c2)OCCO3)n1
 : i, i, -0.7%, -1.4, -0.4%, -2.5%, 3.4%, -11.3%, 13.3%
COC(=O)CN(C)C1CC(=O)N(c2ccc(Cl)cc2)C1=O (centres undefined)
 : i, i, -0.8%, 0.4, ·, 2.1%, -24.5%, 6.0%, -2.9%
C[C@@H]1CN([C@H](C)CO)C(=O)CCCn2nncc2CO[C@H]1CN(C)Cc1ccccc1C(=O)O
 : i, i, -0.2%, 0.3, ·, ·, -18.2%, ·, 1.2%
CC(=O)N1CCN(CCN=CC2=C(O)CC(c3ccco3)CC2=O)CC1 (centres undefined)
 : i, i, -0.6%, -2.3, 0.6%, -0.6%, 5.7%, -22.1%, 13.1%
O=C1/C(=C/c2ccc(O)cc2)CCc2ccc([N+](=O)[O-])cc21
 : i, i, 7.0%, 1.6, 12.4%, -1.1%, 10.6%, 8.5%, ?
COc1cccc(CC(NC(C)=O)C(=O)NC2CCN(S(=O)(=O)c3ccc(NC(C)=O)cc3)CC2)c1 (centres undefined)
 : i, i, -0.4%, 1.3, 12.0%, 6.0%, 0.6%, -6.4%, -3.8%
O=C(Cc1ccccc1)NCC(=O)N1CCCCCC1
 : i, i, -0.3%, -0.3, 2.4%, 1.4%, 5.9%, 17.3%, 15.8%
COc1cccc(CN2CCC(n3nccc3NC(=O)CCOc3ccccc3)CC2)c1
 : i, i, 0.1%, -0.9, -5.7%, -2.2%, 0.3%, -3.2%, 1.3%
O=c1oc(-c2ccccc2)c(-c2ccccc2)c2ccccc12
 : i, i, 0.0%, -0.6, 5.1%, ·, -6.4%, -11.2%, -0.3%
COc1ccc(CCCC(=O)N/N=C/c2ccc(C)cc2)cc1
 : i, i, 3.2%, -3.0, 2.4%, 1.2%, -0.8%, -19.4%, -4.6%
COc1ccc(C)cc1S(=O)(=O)N1CCN(C(=O)c2ncoc2-c2ccc(C)cc2)CC1
 : i, i, 1.7%, 0.8, -2.8%, -1.9%, -8.9%, -5.5%, -11.3%
O=C1C2C3C=CC(C3)C2C(=O)N1CCN1CCN(S(=O)(=O)/C=C/c2ccccc2)CC1 (centres undefined)
 : i, i, 2.3%, -1.4, 3.0%, 1.1%, -15.2%, -2.0%, ?
CCCCCc1c(C)nc(Nc2ccccc2)[nH]c1=O
 : i, i, 0.9%, -1.0, -11.4%, 1.3%, 11.0%, ?, 11.1%
Cn1c(SCC(=O)NCC2CCCO2)nnc1-c1ccc(Cl)cc1 (centres undefined)
 : i, ?, -1.4%, -0.1, 6.9%, -2.4%, 0.1%, -21.6%, 15.8%
O=C(CN1CCOc2ccccc21)N1CCC(Cc2ccccc2)CC1
 : i, i, 4.5%, -2.4, 6.4%, ·, -39.2%, -20.0%, -1.5%
CSc1nccc(Oc2cccc(C#N)c2)n1
 : i, i, 4.5%, -1.4, 5.9%, -1.3%, 10.2%, -0.3%, 0.8%

Limited to A549 tox and Nrf2 block (two entries from above):
Molecule | A549 tox | Nrf2 block
CCCc1cc(=O)[nH]c(SCC(=O)N(CCC#N)c2ccc3c(c2)OCCO3)n1 | -0.4% | -11.3%
COC(=O)CN(C)C1CC(=O)N(c2ccc(Cl)cc2)C1=O (centres undefined) | · | 6.0%
